Assay outcomes: PubChem, Broad Institute
EZH2 inh: inhibitors of human EZH2/PRC2 methyltransferase; hit rate 0.35% among 57,000; Q15910; PRC2 H3K27 methylation, DELFIA TRF, 1 h; inhibition, % at 12.5 µM;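 active means mean inhibition of replicates at least 50% and every single replicate also reaching 50%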;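 further: dimethyl H3K27 on biotinylated H3 21-44 peptide detected by antibody; plate controls were median neutral control wells for no effect and median positive control wells for full effect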
Target sequence (Q15910 whole entry, looked up): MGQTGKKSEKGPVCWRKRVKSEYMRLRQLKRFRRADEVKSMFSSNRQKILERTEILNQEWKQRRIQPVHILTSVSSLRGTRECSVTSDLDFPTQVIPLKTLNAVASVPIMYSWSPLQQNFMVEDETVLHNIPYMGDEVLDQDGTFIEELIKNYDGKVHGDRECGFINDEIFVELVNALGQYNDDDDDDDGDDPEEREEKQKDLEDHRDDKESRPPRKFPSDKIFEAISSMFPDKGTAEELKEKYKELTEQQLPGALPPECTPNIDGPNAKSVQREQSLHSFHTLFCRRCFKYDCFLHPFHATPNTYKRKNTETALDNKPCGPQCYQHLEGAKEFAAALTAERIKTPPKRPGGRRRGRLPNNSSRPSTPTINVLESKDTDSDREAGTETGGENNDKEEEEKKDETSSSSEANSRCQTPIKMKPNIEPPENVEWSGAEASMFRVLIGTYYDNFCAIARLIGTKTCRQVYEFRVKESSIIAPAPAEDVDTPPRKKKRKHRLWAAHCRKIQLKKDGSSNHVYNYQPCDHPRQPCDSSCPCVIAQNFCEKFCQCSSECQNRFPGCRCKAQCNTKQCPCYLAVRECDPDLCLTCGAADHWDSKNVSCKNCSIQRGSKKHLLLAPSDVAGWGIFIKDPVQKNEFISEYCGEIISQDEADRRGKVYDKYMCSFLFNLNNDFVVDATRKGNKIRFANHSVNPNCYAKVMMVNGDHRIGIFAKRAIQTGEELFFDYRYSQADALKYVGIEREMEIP
IDH1 R132H inh: IDH1 R132H (human) inhibition; O75874; IDH1 R132H reductase, diaphorase/resazurin fluorescence, 60 min; inhibition, % at 10 µM; hit rate 0.18% among 70,000; AID 624101; in the data active means inhibition above about 34%;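 further: 0% = DMSO and 100% = no enzyme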
Numbers without * were called inactive; nt = not tested or not shown. A portion of the library. The share of hits here may be higher or lower than overall.

SMILES | EZH2 inh | IDH1 R132H inh
C[C@H](CO)N1C[C@H](C)[C@H](CN(C)C(=O)C2CC2)Oc2ncc(C#Cc3cccc(F)c3)cc2C1=O | -23 | -0.2
C[C@H]1CN([C@@H](C)CO)C(=O)c2cc(C#CCN(C)C)cnc2O[C@@H]1CN(C)S(C)(=O)=O | -3 | 0.2
Cc1ccc(NC(=O)CSc2nnc(N)s2)cc1 | -7 | -0.2
O=C(O)CCC(=O)N(Cc1ccccc1)Cc1cn(-c2ccccc2)nc1-c1cccnc1 | -8 | 0.6
O=C(NCCCN1CCCC1=O)c1cc(-c2ccccn2)nc2ccc(Br)cc12 | nt | -0.5
CN(C)c1ccc2c(c1)[C@@H]1C[C@@H](CC(=O)NCc3cc(F)ccc3F)O[C@@H](CO)[C@@H]1O2 | 4 | -6.7
CC(=O)/C=C\[C@@H]1[C@@]2(C)CCCC(C)(C)C2CC[C@@]1(C)O (stereo partly drawn) | nt | 0.8
CCNC(=O)C[C@H]1C=C[C@H](NS(=O)(=O)c2ccc(C)cc2)[C@H](CO)O1 | 8 | -0.2
CCC(=O)N1C[C@@H](C)[C@@H](OC)CN(C)C(=O)c2ccc(NC(=O)C3CCCCC3)cc2OC[C@@H]1C | -1 | 0.0
C[C@@H]1CN([C@H](C)CO)C(=O)c2cc(NC(=O)C3CC3)ccc2O[C@@H]1CN(C)Cc1ccc(C(F)(F)F)cc1 | -4 | 2.6
C[C@H]1CN([C@@H](C)CO)C(=O)c2cc(NS(C)(=O)=O)ccc2O[C@H]1CN(C)Cc1ccc(Cl)c(Cl)c1 | 2 | 0.3
COc1ccc(S(=O)(=O)N(C)C[C@@H]2Oc3c(NC(=O)C4CCCCC4)cccc3C(=O)N([C@@H](C)CO)C[C@@H]2C)cc1 | 15 | nt
COc1cccc(CNc2ccc3c(c2)ncn3-c2ccccc2)c1OC | 11 | 0.7
COc1cc(Cc2nccc3cc(OC)c(OC)cc23)c(NC(=O)c2cccs2)cc1OC | 14 | 0.8
Cc1noc(C)c1S(=O)(=O)Nc1ccc2c(c1)C(=O)N([C@@H](C)CO)C[C@@H](C)[C@H](CN(C)C(=O)c1ccncc1)OCCCC[C@@H](C)O2 | nt | 2.4
C[C@@H]1CN([C@H](C)CO)C(=O)c2cc(NS(=O)(=O)c3ccc(F)cc3)ccc2O[C@@H](C)CCCCO[C@@H]1CN(C)C(=O)NC1CCCCC1 | nt | 1.7
C[C@H](CO)N1C[C@H](C)[C@H](CN(C)Cc2ccccc2)Oc2c(NC(=O)NC3CCCCC3)cccc2C1=O | 5 | nt
COc1ccc(NC(=O)CNS(=O)(=O)c2c(C)cc(C)cc2C)c(OC)c1 | -9 | 0.3
Cc1noc(C)c1NC(=O)Nc1cccc2c1O[C@H](CN(C)Cc1ccc3c(c1)OCO3)[C@@H](C)CN([C@@H](C)CO)C2=O | -6 | 5.0
CN1CCN(C(=O)C[C@@H]2C[C@@H]3c4cc(NC(=O)Cc5ccncc5)ccc4O[C@@H]3[C@@H](CO)O2)CC1 | -2 | -0.2
CO[C@@H]1CN(C)C(=O)c2cc(NS(C)(=O)=O)ccc2OC[C@@H](C)N(C(=O)NC(C)C)C[C@H]1C | -15 | nt
Cc1noc(C)c1NC(=O)NCC[C@@H]1CC[C@H](NC(=O)c2ccccc2)[C@H](CO)O1 | 2 | 0.4
C[C@H]1CN([C@@H](C)CO)C(=O)Cc2cc(NC(=O)NC3CCCCC3)ccc2O[C@H]1CN(C)Cc1ccc(C(=O)O)cc1 | -7 | -0.3
CCNC(=O)C[C@H]1CC[C@@H](NC(=O)C2CCOCC2)[C@H](CO)O1 | -3 | -0.1
COCc1cn(CC[C@H]2CC[C@H](NC(=O)c3ccc(F)cc3)[C@@H](CO)O2)nn1 | -2 | 0.2
C/C(=C\C=C\C(C)C)CC/C=C(\C)CCOc1c(O)cc2c(c1O)CNC2=O | 9 | nt
C[C@H](CO)N1C[C@H](C)[C@H](CN(C)Cc2ccc(-c3ccccc3)cc2)Oc2ccc(NS(=O)(=O)c3ccccc3)cc2CC1=O | nt | 3.7
C[C@H]1CN([C@@H](C)CO)C(=O)Cc2cc(NC(=O)Nc3cccc4ccccc34)ccc2O[C@@H]1CN(C)Cc1ccncc1 | -5 | 1.0
CC[C@@H]1Cc2cc(O)ccc2C2=C1c1ccc(O)cc1C[C@H]2CC | nt | 1.6
C[C@H]1CN([C@@H](C)CO)C(=O)Cc2cc(NC(=O)Cc3cn(C)c4ccccc34)ccc2O[C@H]1CN(C)Cc1ccc(C(F)(F)F)cc1 | nt | -6.7
C[C@H](CO)N1C[C@H](C)[C@@H](CN(C)C(=O)C2CCCCC2)Oc2cc(-c3cccnc3)ccc2S1(=O)=O | -9 | nt
COc1ccc(NC(=O)Nc2ccc3c(c2)[C@@H]2C[C@H](CC(=O)N(C)C)O[C@@H](CO)[C@@H]2O3)cc1 | 9 | 0.2
Cc1ccn2cc(-c3cccc(NS(=O)(=O)c4cc([N+](=O)[O-])ccc4C)c3)nc2c1 | 15 | -1.0
O=C(NCC[C@@H]1CC[C@H](NS(=O)(=O)Cc2ccccc2)[C@@H](CO)O1)C1CCC1 | -3 | 0.2
Cc1ccc(-n2ncc(C(=O)NCCN3CCOCC3)c2NC(=O)c2ccco2)cc1C | 1 | -0.3
COc1ccc(NC(=O)N(C)C[C@H]2OCc3cnnn3CCCC(=O)N([C@@H](C)CO)C[C@@H]2C)cc1 | nt | 0.5
COC(=O)c1cc(NC(=O)COc2ccc(Cl)cc2C)cc(C(=O)OC)c1 | 6 | -0.1
Cc1noc(C)c1S(=O)(=O)N(C)C[C@@H]1Oc2ccc(NC(=O)Nc3cccc4ccccc34)cc2CC(=O)N([C@@H](C)CO)C[C@@H]1C | nt | -12
CC(C)CC#Cc1cnc2c(c1)C(=O)N([C@@H](C)CO)C[C@@H](C)[C@@H](CN(C)Cc1ccccc1)O2 | nt | -0.1
COc1cc(NC(=O)C2CCCO2)c(C(=O)O)cc1OC (stereo not drawn) | 0 | -0.4
CN(C)c1ccc(/C=C2\C(=O)Nc3ccccc32)c2ccccc12 | 30 | 0.2
CO[C@@H]1CN(C)C(=O)c2cc(NS(=O)(=O)c3c(C)noc3C)ccc2OC[C@H](C)NC[C@H]1C | 11 | 0.6
CCN(CC)CCNC(=O)COc1ccc(OC)cc1 | 15 | -0.1
C[C@H]1CN([C@@H](C)CO)C(=O)c2cc(NC(=O)CCC(F)(F)F)ccc2O[C@@H]1CN(C)Cc1ccc(Oc2ccccc2)cc1 | nt | 2.5
COc1ccc(NC(=O)N(C)C[C@H]2Oc3ncc(C#C[C@H](C)O)cc3C(=O)N([C@H](C)CO)C[C@@H]2C)cc1 | 24 | nt
C[C@H](CO)N1C[C@H](C)[C@@H](CN(C)C(=O)Nc2ccc3c(c2)OCO3)Oc2cc(C#Cc3ccncc3)ccc2S1(=O)=O | 1 | -0.2
CC(C(=O)Nc1cccc2ccccc12)N(c1ccc(Cl)cc1)S(C)(=O)=O (stereo not drawn) | -6 | 0.7
CO[C@H]1CN(C)C(=O)c2ccc(NS(=O)(=O)c3ccc(-c4ccccc4)cc3)cc2OC[C@H](C)NC[C@H]1C | -6 | 0.1
Cc1noc(C)c1S(=O)(=O)Nc1ccc2c(c1)C(=O)N([C@@H](C)CO)C[C@H](C)[C@@H](CN(C)C(=O)Nc1ccc3c(c1)OCO3)O2 | nt | 2.2
Cc1ccc2cccc(OCc3nnc(SCC(=O)O)n3C)c2n1 | 6 | 0.0
Cc1noc(C)c1NC(=O)N(C)C[C@@H]1Oc2ccc(NC(=O)C3CC3)cc2CC(=O)N([C@H](C)CO)C[C@H]1C | nt | 1.0
C[C@@H]1CN([C@@H](C)CO)C(=O)c2cc(C#Cc3ccncc3)cnc2O[C@@H]1CN(C)C(=O)c1ccccc1F | -1 | 13
O=C(CN1C(=O)c2ccccc2C1=O)Oc1c(-c2ccccc2)oc2ccccc2c1=O | 7 | -0.4
C[C@@H]1CCCCO[C@H](CN(C)S(C)(=O)=O)[C@@H](C)CN([C@@H](C)CO)C(=O)c2cc(NC(=O)CCCN(C)C)ccc2O1 | -7 | nt
CNC[C@@H]1OCCCC[C@H](C)Oc2ccc(NC(=O)c3ccncc3)cc2C(=O)N([C@H](C)CO)C[C@H]1C | 3 | 0.4
CC(=O)N(C)C[C@H]1Oc2cc(C#Cc3cccnc3)ccc2S(=O)(=O)N([C@H](C)CO)C[C@@H]1C | 12 | -0.9
CCCN1C[C@H](C)[C@@H](OC)CN(C)C(=O)c2cc(NS(=O)(=O)c3ccccc3)ccc2OC[C@H]1C | 10 | 0.1
C[C@@H]1CCCCO[C@@H](CN(C)C(=O)Nc2cccc3ccccc23)[C@@H](C)CN([C@H](C)CO)C(=O)c2cc(NC(=O)Nc3ccc(F)cc3)ccc2O1 | nt | 0.5
C[C@@H]1CN([C@@H](C)CO)C(=O)c2cccc(NC(=O)NC3CCCCC3)c2O[C@@H]1CN(C)S(=O)(=O)c1ccccc1 | -6 | -0.2
C[C@@H]1CN([C@@H](C)CO)C(=O)c2cc(NC(=O)Cc3ccccc3)ccc2O[C@@H]1CN(C)C(=O)Nc1ccc(C(F)(F)F)cc1 | -16 | -3.1

Brought forward from above: 3 compounds, then new ones.
SMILES | EZH2 inh | IDH1 R132H inh
C[C@@H]1CCCCO[C@@H](CN(C)C(=O)Nc2cccc3ccccc23)[C@@H](C)CN([C@H](C)CO)C(=O)c2cc(NC(=O)Nc3ccc(F)cc3)ccc2O1 | nt | 0.5
C[C@@H]1CN([C@@H](C)CO)C(=O)c2cccc(NC(=O)NC3CCCCC3)c2O[C@@H]1CN(C)S(=O)(=O)c1ccccc1 | -6 | -0.2
C[C@@H]1CN([C@@H](C)CO)C(=O)c2cc(NC(=O)Cc3ccccc3)ccc2O[C@@H]1CN(C)C(=O)Nc1ccc(C(F)(F)F)cc1 | -16 | -3.1
NC(=O)C1CC(=O)N(c2ccc(OCC(=O)Nc3ccccc3F)cc2)C1 (stereo not drawn) | -17 | 0.3
CNC[C@@H]1Oc2ccc(N(C)C)cc2C(=O)N([C@H](C)CO)C[C@@H]1C | 2 | -1.1
C[C@H]1CN([C@@H](C)CO)C(=O)c2cc(NC(=O)c3ccncc3)ccc2O[C@@H]1CN(C)C(=O)Nc1ccc(C(F)(F)F)cc1 | 8 | 0.4
O=C(N[C@H]1CC[C@@H](CCNS(=O)(=O)c2ccc(Cl)cc2)O[C@@H]1CO)c1cnccn1 | -2 | -0.3
C=C(CO)C(=O)O[C@H]1C[C@@]23O[C@@H]2CC/C(=C/[C@H]2OC(=O)C(=C)[C@H]12)CO[C@@H]3O | 18 | -0.2
COc1cccc(NC(=O)N[C@H]2C=C[C@@H](CC(=O)N3CCN(C)CC3)O[C@@H]2CO)c1 | 7 | 0.4
C[C@@H]1CN([C@H](C)CO)C(=O)c2cccc(NS(C)(=O)=O)c2O[C@H]1CN(C)C(=O)Nc1cccc2ccccc12 | -12 | 1.2
CS(=O)(=O)CCC(C(=O)N1CCOCC1)N1C(=O)c2cc(Cl)c(Cl)cc2C1=O (stereo not drawn) | -11 | 0.3
COc1cccc(-c2cn(CC[C@@H]3CC[C@@H](NC(C)=O)[C@H](CO)O3)nn2)c1 | 8 | -0.3
CCCC(=O)Nc1ccc2c(c1)C(=O)N(C)C[C@@H](OC)[C@H](C)CN(CCc1ccccc1)[C@H](C)CO2 | -12 | -0.2
CC(C)NC(=O)Nc1ccc2c(c1)C(=O)N([C@@H](C)CO)C[C@H](C)[C@H](CN(C)Cc1ccc(C(=O)O)cc1)OCCCC[C@@H](C)O2 | nt | 3.2
COCC(=O)Nc1ccc2c(c1)[C@@H]1C[C@@H](CC(=O)NCc3ccc4c(c3)OCO4)O[C@H](CO)[C@@H]1O2 | 2 | -0.6

Grouped by structure: the entries above containing a COOH group.
SMILES | EZH2 inh | IDH1 R132H inh
O=C(O)CCC(=O)N(Cc1ccccc1)Cc1cn(-c2ccccc2)nc1-c1cccnc1 | -8 | 0.6
C[C@H]1CN([C@@H](C)CO)C(=O)Cc2cc(NC(=O)NC3CCCCC3)ccc2O[C@H]1CN(C)Cc1ccc(C(=O)O)cc1 | -7 | -0.3
COc1cc(NC(=O)C2CCCO2)c(C(=O)O)cc1OC (stereo not drawn) | 0 | -0.4
Cc1ccc2cccc(OCc3nnc(SCC(=O)O)n3C)c2n1 | 6 | 0.0
CC(C)NC(=O)Nc1ccc2c(c1)C(=O)N([C@@H](C)CO)C[C@H](C)[C@H](CN(C)Cc1ccc(C(=O)O)cc1)OCCCC[C@@H](C)O2 | nt | 3.2

The results go on.
SMILES | EZH2 inh | IDH1 R132H inh
C[C@@H]1CN([C@@H](C)CO)C(=O)c2c(c3ccccc3n2C)-c2ccccc2CO[C@@H]1CN(C)C(=O)c1ccncc1 | -1 | 0.1
CO[C@@H]1CN(C)C(=O)c2cc(NC(=O)C3CC3)ccc2OC[C@@H](C)N(CC2CCOCC2)C[C@@H]1C | 4 | -0.1
C[C@H]1CCCCO[C@@H](CN(C)Cc2ccncc2)[C@@H](C)CN([C@@H](C)CO)C(=O)c2cc(NC(=O)c3ccccc3)ccc2O1 | -5 | nt
C[C@@H]1CN([C@H](C)CO)C(=O)Cc2cc(NC(=O)Cn3cnnn3)ccc2O[C@@H]1CN(C)Cc1ccc2c(c1)OCO2 | nt | -1.8
O=C(N[C@@H]1CC[C@@H](CCn2cc(-c3ccccn3)nn2)O[C@@H]1CO)c1ccccc1 | -3 | 0.1
C[C@@H]1CN([C@@H](C)CO)S(=O)(=O)c2ccc(C#CC3CC3)cc2O[C@@H]1CN(C)C(=O)CN(C)C | -8 | -0.1
COc1ccc(-c2cnc3c(c2)C(=O)N([C@@H](C)CO)C[C@@H](C)[C@H](CN(C)C(=O)C2CC2)O3)cc1 | 10 | nt
CCc1cccc(C)c1NC(=O)CSc1nnc(-c2ccccc2)o1 | 5 | 0.0
